# Assay outcomes from PubChem.
# TNAP activators: human TNAP enzyme activators, primary screen, biochemical, luminescent, no phosphate acceptor, uHTS (AID 1001); purified TNAP, luminescent activation assay, no phosphate acceptor; higher activation fold means a stronger effect; 200,000 compounds, 0.03% hits; activation fold at 20 µM; hits with a dose series show EC50 in µM; in the data active = activation fold from about 3, or a potency from the dose series; inactive = the rest, 99 in 100 with activation fold below about 1.6; note: many of its hits are not listed in these tables
# M17LAP inhibition: P. falciparum M17LAP inhibitors, primary screen, biochemical, fluorogenic H-Leu-NHMec substrate, 1536-well (AID 1619); inhibition, % at 30 µM, or IC50 in µM where a hit was titrated; 220,000 compounds, 0.38% hits; recombinant M17LAP, H-Leu-NHMec fluorogenic kinetic assay; higher % means a stronger effect;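 active = compound inhibiting the enzyme by more than half at any dose during confirmatory dose-response retesting; inconclusive = strong single-dose inhibitors picked by rank but not retested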;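 note: plate controls were full reaction with DMSO carrier for no effect and no enzyme background for full effect; strong numbers were not always called active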
# Lipid droplet: modulators of hepatic lipid droplet formation; 240,000 compounds, 0.4% hits; AML12 mouse hepatocytes, oleate lipid droplets, BODIPY imaging; inhibition, % at 6.5 µM;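 active = lipid droplet intensity inhibited by at least 50%, with more than 500 cells counted; inconclusive = wells with under 300 cells, treated as cytotoxic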
#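 Assay system: AML12 hepatocytes (mouse); Probe or stimulus: oleic acid at 100 µM to induce lipid droplet formation; Dosing: compound at 6.5 µM only; Schedule: compound with oleate, overnight; Detection: fluorescence imaging, 20x objective, two fields per well; Measure: % inhibition of lipid droplet signal.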
# SIAH1 antagonists: Siah-1 peptide-binding antagonists, primary screen, biochemical, fluorescence polarization, rhodamine-plectin, uHTS (AID 1817) | Siah-1 / rhodamine-plectin peptide fluorescence polarization; higher % means a stronger effect | displacement, % at 20 µM; hits with a dose series show IC50 in µM | 290,000 compounds, 0.02% hits;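 active = displacement of at least 50% at 20 µM, with a fluorescence ratio check between 0.3 and a set limit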;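 note: plate controls were Siah plus tracer with DMSO for no effect and tracer alone without Siah for full effect; strong numbers were not always called active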
# K1F lysis inhibition: inhibition of K1F phage lysis, E. coli UTI89, bacterial capsule biogenesis inhibitors, alamar blue (AID 488966); E. coli UTI89 K1F phage lysis, alamar blue, 2 h; higher % means a stronger effect; one-dose inhibition, % at 100 µM; IC50 in µM for titrated hits; 340,000 compounds, 0.02% hits;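 active = phage lysis inhibition, versus mean bacterial control, above a set limit; inconclusive = no clear call, values can overlap the other calls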;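 note: capsule biogenesis inhibitors block K1F phage lysis so surviving cells raise fluorescence; higher fluorescence means more inhibition of phage lysis; actives were called in the ten point dose series up to 300 µM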
# XIAP antagonists: small molecules displacing peptide from XIAP – biochemical, IAP family, fluorescence polarization (AID 1018); 200,000 compounds, 0.007% hits; XIAP BIR domain, fluorescence polarization peptide displacement; higher % means a stronger effect; displacement, % at 20 µM, or IC50 in µM where a hit was titrated; in the data active = displacement above about 50%; note: a part of the inactive calls stands beside numbers as strong as those of hits
# P. falciparum M1AAP: malaria alanyl aminopeptidase activity blockers – biochemical, fluorogenic H-Leu-NHMec substrate, 1536-well (AID 1445); recombinant M1AAP, H-Leu-NHMec fluorogenic kinetic assay; higher % means a stronger effect; inhibition, % at 30 µM; hits with a dose series show IC50 in µM; 220,000 compounds, 0.42% hits;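 active = primary inhibition above the hit cutoff, then over 50% inhibition at one or more dose response concentrations, cut at about 23% in these data, passing the limit was not always enough; inconclusive = conflicting primary data, or primary hits not chosen for dose response; inactive = low primary inhibition, or under 50% at every dose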;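 note: plate controls were DMSO full reaction for no effect and no enzyme background for full effect; strong numbers were not always called active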
# PMI inhibitors: inhibitors of human PMI, primary screen, biochemical, fluorescence intensity, coupled assay (AID 1209); purified PMI enzyme, coupled fluorescence intensity; higher % means a stronger effect; inhibition, % at 20 µM, or IC50 in µM where a hit was titrated; 190,000 compounds, 0.42% hits;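 note: plate controls were DMSO vehicle for no effect and wells lacking substrate for full effect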
# PMI inhibition: human PMI inhibitors, high substrate, primary screen, biochemical, fluorescence intensity, high mannose 6-phosphate (AID 1220). recombinant PMI enzyme, coupled fluorescence intensity; higher % means a stronger effect. one-dose inhibition, % at 20 µM; IC50 in µM for titrated hits. 190,000 compounds, 0.66% hits
# Lipid droplet cells 6.5 µM: recorded beside Lipid droplet, whose call it bears; cell count; measured here: cell count, cytotoxicity flag;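 cells counted across two imaged fields per well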
# * marks the source's active call; other numbers are inactive results; ? = inconclusive; / = no result given; [ ] = another dose, or the depositor's remark. Cut-off read from the data, not from the text of the source, unless noted: active = inhibition above about 50%; inactive = the rest.
Compound	TNAP activators	M17LAP inhibition	Lipid droplet	Lipid droplet cells 6.5 µM	SIAH1 antagonists	K1F lysis inhibition	XIAP antagonists	P. falciparum M1AAP	PMI inhibitors	PMI inhibition
CCOC(=O)C1=NOC(C(=O)NN(C)c2ncc(C(F)(F)F)cc2Cl)C1 (stereo not given)	1	1%	3	675	1%	0.2%	-7.2%	4%	-5%	-4%
CC(C)C(OC(=O)/C=C/c1ccc2c(c1)OCO2)C(=O)NC(N)=O (stereo not given)	1.1	-3%	9	674	-2%	0.0%	-12%	6%	0%	5%
O=C(NCCOCC(F)(F)C(F)F)c1cc(F)c(F)cc1Cl	1.2	6%	-18	696	5%	3.5%	-2.0%	2%	4%	5%
CCN(CC)C(=O)c1ccccc1NC(=O)c1ccccc1SC	1.1	-2%	8	695	0%	0.3%	-5.5%	2%	3%	-2%
COc1cc(/C=N/NC(=O)C(Cc2c[nH]c3ccccc23)NC(=O)OCc2ccccc2)cc([N+](=O)[O-])c1O (stereo not given)	0.9	-11%	-8	682	23%	-1.6%[50 µM]	-23%	4.8µM*	9%	16%
C/C(=N/NC(=O)c1cc(C2CC2)[nH]n1)c1cccs1	1	22%	16	773	2%	-0.1%	-1.8%	4%	2%	0%
CCOC(=O)C1(CCOc2ccccc2)CCN(Cc2cc(OC)c3c(c2)OCO3)CC1	1.1	-5%	-2	685	0%	0.2%	-2.5%	3%	9%	10%
COc1ccc(-c2cc(OC)c3ccccc3n2)cc1	1	1%	-19	657	-1%	2.6%[50 µM]	-13%	2%	10%	6%
COC(=O)c1ccc(COc2cc([N+](=O)[O-])cc3cccnc23)o1	1	9%	2	634	10%	0.4%	-19%	4%	/	/
O=C(NC1CC2CCC1C2)C1COc2ccccc2O1 (stereo not given)	1.1	1%	26	607	4%	3.5%	1.1%	3%	4%	5%
COC(=O)c1cc(OC)c(OC)cc1NC(=O)Nc1ccc(OC)cc1OC	1.1	11%	-1	714	-1%	-1.2%	-2.6%	0%	0%	-5%
CCCn1c(CN2CCN(C(=O)c3ccco3)CC2)nc2c1c(=O)n(C)c(=O)n2C	1.1	14%	-19	561	11%	-1.4%	0.2%	3%	8%	8%
O=C(Nc1cccc2nsnc12)c1ccc2c(c1)OCCO2	1.1	1%	/	/	-5%	0.2%	-18%	1%	13%	30%
CCc1cccc(C)c1NC(=O)CSc1nc(-c2ccccc2F)nc2nc[nH]c12	1	-5%	42	631	8%	1.4%	-4.3%	3%	1%	0%
COc1cc(NC(=S)NCc2ccc(S(N)(=O)=O)cc2)cc(OC)c1	1	3%	3	693	2%	-0.6%	-4.3%	4%	24%	17%
COc1cccc(OC)c1C(=O)OCC(=O)/C(C#N)=C(\C)N	1.1	15%	9	759	7%	-0.6%	-1.2%	9%	5%	5%
COC(=O)c1cccc(Oc2cccc(Cl)n2)c1	1.1	-2%	-3	706	-1%	0.2%	-9.7%	5%	4%	4%
S=C(NC1CCCCC1)N1CCN(c2ncccn2)CC1	1.1	1%	3	683	0%	-0.5%	2.6%	1%	2%	-3%
COC(CNC(=O)[C@H](CSCc1ccccc1)N1Cc2ccccc2C1=O)OC	1.1	7%	-31	747	3%	0.2%	-6.1%	0%	-8%	-4%
C=CCn1cnc2c(c1=O)c1nc3ccccc3nc1n2/N=C/c1ccccn1	1.1	/	/	/	-2%	-0.3%	0.8%	/	1%	4%
Cc1ccccc1NC(=S)NC(NC(=O)C(C)(C)C)C(Cl)(Cl)Cl (stereo not given)	1.1	-7%	/	/	0%	0.4%	-7.7%	7%	7%	8%
O=C(Nc1ccc(OCC(=O)N2CCN(S(=O)(=O)c3ccccc3)CC2)cc1)c1ccco1	1.1	14%	-8	671	1%	0.0%	-7.7%	-1%	-5%	-6%
COc1ccc2oc(-c3ccc(C)c(NC(=O)c4ccc(N5CCOCC5)c([N+](=O)[O-])c4)c3)nc2c1	1	1%	/	/	4%	?	-3.7%	4%	2%	0%
Cc1ccc(N2C(=O)N(CC(=O)N(C)Cc3ccccc3)C(=O)C2C)cc1 (stereo not given)	1.1	8%	9	836	-6%	-0.8%	-4.7%	6%	9%	-4%
C=CCn1c(SCC(=O)CC(=O)OCC)nc2cc(C(=O)N3CCC(C(N)=O)CC3)ccc2c1=O	1.2	12%	3	675	1%	2.0%	-8.3%	8%	-7%	-11%

# Reformatted: results already given
# Every second line gives: TNAP activators | M17LAP inhibition | Lipid droplet | Lipid droplet cells 6.5 µM | SIAH1 antagonists | K1F lysis inhibition | XIAP antagonists | P. falciparum M1AAP | PMI inhibitors | PMI inhibition
CCN(CC)C(=O)c1ccccc1NC(=O)c1ccccc1SC
→ 1.1 | -2% | 8 | 695 | 0% | 0.3% | -5.5% | 2% | 3% | -2%
COc1cc(/C=N/NC(=O)C(Cc2c[nH]c3ccccc23)NC(=O)OCc2ccccc2)cc([N+](=O)[O-])c1O (stereo not given)
→ 0.9 | -11% | -8 | 682 | 23% | -1.6%[50 µM] | -23% | 4.8µM* | 9% | 16%

# Next section.
Compound	TNAP activators	M17LAP inhibition	Lipid droplet	Lipid droplet cells 6.5 µM	SIAH1 antagonists	K1F lysis inhibition	XIAP antagonists	P. falciparum M1AAP	PMI inhibitors	PMI inhibition
Cn1c(SCc2nc3ccccc3c(=O)[nH]2)nnc1-c1ccco1	1.1	9%	24	675	-2%	1.9%	-2.6%	6%	8%	6%
CCCn1c(=O)[nH]c2ccccc21	2.8	-1%	/	/	-2%	0.3%	-1.1%	-3%	-4%	-6%
Cc1cc2c(=O)oc(-c3ccc(Br)cc3)nc2s1	/	-1%	13	725	-1%	0.3%	/	0%	/	/
CC(C)(C)OC(=O)CC[C@@H](C(=O)N1CCN(C(=O)OC(C)(C)C)CC1)n1cc(C(Cc2ccc(O)cc2)NC(=O)OC(C)(C)C)nn1 (stereo not given in full)	1.1	-2%	-2	702	6%	7.1%	-2.2%	4%	12%	-1%
CCCn1cnc2cc(NCc3cccc(OC)c3)ccc21	1	-8%	-11	718	-1%	3.1%	-12%	4%	25%	22%
Cc1ccccc1NC(=O)Cn1nc(C(F)(F)F)cc1C1CC1	1.1	-15%	-1	831	-6%	3.1%	-6.7%	4%	3%	0%
COCC(C)n1c(C)cc(C(=O)COc2ccc(S(=O)(=O)N3CCOCC3)cc2Cl)c1C (stereo not given)	1	6%	-27	748	-1%	1.0%	-7.7%	15%	17%	12%
O=C1c2ccccc2-c2nnc(-c3ccccc3)cc21	1	-6%	/	/	2%	-0.1%	-1.2%	-5%	2%	23%
Cc1ccc(S(=O)(=O)N2CCN(C(=O)c3n[nH]c(=O)c4ccccc34)CC2)cc1	1	1%	-4	671	-5%	0.3%	-6.4%	9%	-12%	-4%
COc1ccc(NC(=O)COC(=O)C23CCC(=O)N2c2ccccc2S3)cc1 (stereo not given)	1.1	8%	-3	733	-2%	0.2%	-6.7%	13%	-12%	-6%
CCN(CC)c1ccc(/C=N/N2C(=O)c3ccccc3C2=O)cc1	1.1	24%	-7	570	1%	-2.4%	-8.0%	17%	4%	6%
CCN(C(=O)CSc1nnc(-c2ccccc2Br)o1)C1CCS(=O)(=O)C1 (stereo not given)	1.2	2%	3	730	-5%	0.2%	-6.0%	-7%	-6%	1%
CN(C)CCSc1nc(O)c(-c2ccccc2)c(=O)n1-c1ccccc1	/	6%	-3	711	-1%	-0.8%	/	-5%	/	/
CCOC(=O)NCN1C(=O)C2C3C=CC(C3)C2C1=O (stereo not given)	1	-13%	/	/	-3%	-0.6%	-7.4%	-1%	-4%	-1%
CC(C)(O)C(=O)NNC(=S)NCc1ccco1	1.4	53%	1	662	-1%	-1.0%	-6.8%	30%	5%	6%
O=C(O)C1=C[C@H](c2csc3ccccc23)C[C@H](OCc2ccc(CO)cc2)O1	1.1	0%	47	729	-3%	1.7%	-6.3%	-1%	5%	1%
CCOc1ccc(/C=N/OC(C)C(=O)NCc2ccc3c(c2)OCO3)cc1 (stereo not given)	1	4%	1	620	40%	-0.1%	-4.2%	2%	0%	-1%
CNc1ccc(/C=C/C(=O)c2ccc(C)cc2)cc1[N+](=O)[O-]	0.9	3%	6	701	2%	1.6%[50 µM]	-5.6%	6%	8%	5%
O=C(NCCc1c[nH]c2ccccc12)C(=O)NCC(c1ccco1)N1CCN(c2ccccc2F)CC1 (stereo not given)	1.2	-5%	29	712	6%	1.0%[50 µM]	-4.2%	0%	18%	2%
CCC(C)(C)n1nnnc1C(c1ccc(OC)c(OC)c1)N1CCN(c2ccc(F)cc2)CC1 (stereo not given)	1.1	14%	2	678	6%	7.7%	-7.9%	-4%	-40%	-40%
COc1ccc(Cc2[nH]n3c(=O)cc(C)nc3c2-c2ccccc2)cc1	1	6%	23	643	-1%	-0.8%	-3.4%	7%	5%	6%
Cc1ccc(C)c(/C=N/NC(=S)NC(C)C)c1	1.1	15%	17	662	3%	3.3%	-5.7%	14%	5%	6%
COc1ccc(OC)c(-c2c[n+](=O)c3c(n2[O-])CCCC3)c1	1.1	-1%	/	/	0%	0.2%	1.0%	7%	-8%	-6%
O=C(CSc1nc2c(sc3ccccc32)c(=O)n1CCO)NCc1ccco1	1.1	16%	/	/	6%	-0.1%	-3.0%	7%	1%	-4%
C/C(=N\NC(=O)CNC(=O)C1COc2ccccc2O1)c1ccc(Cl)cc1 (stereo not given)	/	-9%	-6	703	-1%	0.1%	/	-1%	/	/
CN(CCC#N)C(=O)COC(=O)c1ccc(Cl)c(S(=O)(=O)N(C)c2ccccc2)c1	1	3%	-14	689	7%	-0.3%	-2.0%	-6%	10%	6%
CCCOC(=O)CCn1c(=S)oc2ccccc21	1	-8%	/	/	-4%	0.4%	-5.1%	1%	3%	4%
Cc1ccc(-c2n[nH]c(=S)n2/N=C/c2sccc2C)cc1	/	9%	-1	738	7%	-0.7%	/	7%	/	/
CCCCCCCCCS(=O)(=O)N/N=C/c1cccc([N+](=O)[O-])c1	1	3%	0	810	-5%	4.5%	-8.9%	-4%	13%	-6%
Cc1nc2c(-c3ccc(Cl)cc3)c(C)[nH]n2c(=O)c1Cc1ccccc1	1.2	-2%	8	696	-2%	2.6%	-2.4%	-18%	7%	-10%
O=C(CSc1nnc(SCc2ccc(Cl)cc2)s1)N/N=C/c1c[nH]c2ccccc12	1.2	-8%	-4	602	11%	1.4%[50 µM]	-11%	12%	0%	-1%
CNC(=S)N1N=C(c2ccc(C)cc2)CC1c1ccc(OC)cc1 (stereo not given)	1.1	-7%	/	/	6%	1.2%	-1.7%	1%	11%	5%

# Outcome played no part in choosing rows. About 1.9% of those tested had a hit in this group.
